Bioassay records from PubChem BioAssay.
miR122 inh = inhibitors of miR-122 in Huh7 cells; Huh7 miR-122 Renilla luciferase sensor, 48 h; neutral wells = 0, positive control = 100; activation (reporter increase), % at 12.5 µM; 0.3% of 340,000 active;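 active means mean replicate activation score at least 90 and every replicate individually at or above 90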;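 further: higher luciferase means less miR-122 activity so hits act as miR-122 inhibitors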
PglD DTNB = blocks C. jejuni PglD acetyltransferase activity; purified PglD enzyme, DTNB colorimetric CoA detection; inhibition, % at 12.5 µM; 0.098% of 360,000 active; in the data active means inhibition above about 16%, passing the limit was not always enough; further: strong numbers were not always called active
E-sel inducer = E-selectin induction on HUVECs. HUVEC E-selectin immunofluorescence imaging; normalized: neutral wells 0, TNF-alpha wells 100. 0.37% of 260,000 active. activation, % at 7.58 µM. AID 686992;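 active means mean E-selectin-positive cell signal at least 10% of the positive control, reached in at least 60% of replicates, without over 20% cell loss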;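 further: in these data hits start at about 27%; measured in HUVEC primary endothelial cells; signal is the percent of cells scored E-selectin positive by PE staining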
Target sequence (P16581 whole entry, looked up): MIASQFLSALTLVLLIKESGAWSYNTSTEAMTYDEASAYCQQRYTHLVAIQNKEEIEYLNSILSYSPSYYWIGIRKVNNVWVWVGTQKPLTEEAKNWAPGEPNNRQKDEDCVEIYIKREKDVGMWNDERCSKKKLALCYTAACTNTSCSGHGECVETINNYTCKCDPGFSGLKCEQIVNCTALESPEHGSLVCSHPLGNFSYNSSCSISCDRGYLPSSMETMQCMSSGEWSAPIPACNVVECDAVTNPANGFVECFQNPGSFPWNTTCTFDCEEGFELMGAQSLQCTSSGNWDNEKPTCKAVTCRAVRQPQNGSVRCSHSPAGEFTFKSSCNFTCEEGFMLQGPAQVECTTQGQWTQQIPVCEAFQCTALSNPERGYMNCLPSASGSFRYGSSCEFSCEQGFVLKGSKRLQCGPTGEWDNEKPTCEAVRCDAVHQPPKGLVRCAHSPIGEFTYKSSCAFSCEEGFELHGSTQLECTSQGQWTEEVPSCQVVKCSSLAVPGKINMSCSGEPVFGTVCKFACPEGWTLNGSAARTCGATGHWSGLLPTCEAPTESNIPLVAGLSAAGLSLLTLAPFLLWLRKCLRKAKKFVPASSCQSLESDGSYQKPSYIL
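Test system: HUVEC; input: 3,000 HUVEC/well; measured by: immunofluorescence imaging; read-out: % PE-positive cells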
ERAP1 inh = blocks human ERAP1 aminopeptidase activity. Q9NZ08. recombinant ERAP1, Leu-AMC fluorescence, 60 min. inhibition, % at 10.7 µM. 0.15% of 340,000 active. AID 652197;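 active means mean replicate inhibition of at least 30%, or all replicates individually reaching that 30% level; inactive means mean below 30% and not every replicate reaching it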;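 further: 0% = neutral control wells and 100% = L-leucinethiol positive control wells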
RAD52 anneal inh = inhibitors of human RAD52 DNA annealing. P43351. recombinant RAD52 DNA annealing, FRET fluorescence. inhibition, % at 18.7 µM. 0.46% of 360,000 active. AID 651710;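 active means every replicate showing at least 50% inhibition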
Target sequence (P43351 whole entry, looked up): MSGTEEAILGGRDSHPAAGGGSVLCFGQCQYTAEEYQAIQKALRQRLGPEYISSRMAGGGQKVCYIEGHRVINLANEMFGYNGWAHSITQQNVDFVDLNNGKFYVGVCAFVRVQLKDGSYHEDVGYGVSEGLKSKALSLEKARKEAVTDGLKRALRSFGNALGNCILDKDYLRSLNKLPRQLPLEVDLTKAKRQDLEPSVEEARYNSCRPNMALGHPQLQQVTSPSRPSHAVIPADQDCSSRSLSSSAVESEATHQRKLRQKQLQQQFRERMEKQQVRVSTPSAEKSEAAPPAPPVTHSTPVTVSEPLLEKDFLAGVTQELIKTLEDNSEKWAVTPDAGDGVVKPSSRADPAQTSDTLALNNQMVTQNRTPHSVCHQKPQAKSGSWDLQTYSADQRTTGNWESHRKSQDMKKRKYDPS
PGC1a acetyl inh = PGC1a acetylation modulation, inhibitor mode; U2OS PGC1a acetylation, AlphaScreen anti-acetyl-lysine; with virally co-expressed GCN5 acetyltransferase; inhibition, % at 15.6 µM; 0.17% of 350,000 active; AID 651687;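 active means every replicate shows inhibition of at least 40%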;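 further: 0% = neutral control wells and 100% = positive control wells; some results beyond the cut were filed as inactive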
Cneo AK release = Cryptococcus neoformans lysis via adenylate kinase release; C. neoformans lysis, adenylate kinase release luminescence, 4 h; normalised: neutral wells 0, clomiphene wells 100; lysis activity, % at 15 µM; 0.2% of 360,000 active; AID 651654;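 active means mean lysis activity across replicates of at least 80%, whatever share of replicates individually reach that level; inactive means mean lysis activity below 80%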
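Test system: log-phase Cryptococcus neoformans yeast cells. Input: 5 × 10^6 yeast cells/mL. Medium: fresh YPD growth medium. Doses: single dose. Incubation: static 4 h at 37 °C with compound, 1 h detection. Measured by: luminescent adenylate kinase detection reagent. Read-out: signal increase indicating cell lysis. Benchmarks: Clomiphene.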
RAD54 inh = inhibitors of human RAD54 branch migration; inhibition, % at 10.4 µM; RAD54 Holliday junction branch migration, FAM/BHQ fluorescence; 0.14% of 360,000 active;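 active means mean normalized replicate activity at least 40 and at least half of replicates scoring 40 or more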;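 further: 0% = median of neutral control wells and 100% = median of positive control wells; inhibitors cause a drop in the FAM fluorescence signal; in these data hits start at about 50%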
* = called active by the depositor; . = not tested or not shown; & = joins results of further samples; [ ] = remark or other dose. This is a random part of the collection. Share with any hit: about 1.4%.

SMILES | miR122 inh | PglD DTNB | E-sel inducer | ERAP1 inh | RAD52 anneal inh | PGC1a acetyl inh | Cneo AK release | RAD54 inh
CC1CCc2c(ccc3ccccc23)C1=O (configuration not stated) | . | -4 | -0.1 | 1 | 0 | -3 | 1 | -1
COC(=O)C[C@@H]1CC[C@@H]2[C@@H](COc3ccc(NC(=O)c4cccc(F)c4)cc3C(=O)N2C)O1 | 2[16.7 µM] | -2 | 0.1 | 0 | 0 | -6 | -3 | -2
O=C1/C(=C\c2cccnc2)SC(=S)N1c1ccc(F)cc1 | . | -1 | 0.9 | -7 | -3 | . | -2 | -1
CC(=O)Nc1ccc(NS(=O)(=O)c2ccc(CN3C(=O)c4cccnc4C3=O)cc2)cc1 | 0 | -18 | . | -4 | -3 | 7 | -1 | 2
CCOCc1c(C(=O)N2CCN(Cc3ccc(Br)s3)CC2)oc2ccccc12 | -1 | 0 | . | -2 | -47 | 5 | -1 | 3
CCN(CC)c1ccc(S(=O)(=O)N2CCOCC2)cc1NC(=O)COC(=O)/C=C/c1ccc(C)o1 | -2 | 1 | 0.2 | 2 | -45 | 6 | 2 | 0
CO[C@@H]1CN(C)C(=O)c2ccc(NC(=O)C3CC3)cc2OC[C@@H](C)N(C(=O)Cc2ccccn2)C[C@H]1C | . | -1 | 0.1 | 0 | -8 | 5 | 6 | -4
CO[C@@H]1CN(C)C(=O)c2ccc(NC(=O)C3CC3)cc2OC[C@@H](C)N(Cc2cccnc2)C[C@H]1C | . | 8 | 0.0 | 0 | -5 | 8 | -6 | 7
CC(C)NC(=O)N(C)C[C@H]1Oc2ccc(NC(=O)C3CC3)cc2CC(=O)N([C@@H](C)CO)C[C@@H]1C | 1[16.7 µM] | 2 | . | 1 | 4 | -2 | -2 | -9
COc1cc(OC)cc(C(=O)Nc2ccccc2S(=O)(=O)N2CCCC2OC(C)=O)c1 (configuration not stated) | . | -2 | 0.1 | 0 | -1 | . | 2 | -5
C[C@@H]1CN([C@H](C)CO)C(=O)Cc2cc(NC(=O)CCCCCC(=O)Nc3ccccc3N)ccc2O[C@H]1CN(C)C(=O)Nc1cccc2ccccc12 | . | . | 0.4 | 1 | 7 | 0 | . | .
Cn1c(CC(=O)NNC(=O)c2ccc(Cl)nc2)nc2ccccc21 | -2 | 4 | -0.1 | -1 | -11 | -6 | -1 | -14
COC(=O)C1CC(O)CN1S(=O)(=O)c1ccc2ccccc2c1 (configuration not stated) | -6 | 1 | . | -1 | -9 | -1 | 1 | -10
CSc1ccc(S(=O)(=O)N(CC(=O)NCc2ccccn2)c2ccc(C)cc2)cc1 | . | -6 | 0.1 | -1 | -26 | . | 2 | -10
COc1ccccc1C(=O)Nc1ccccc1C(=O)N1CCCC1 | -12 | 1 | . | . | . | -8 | 0 | 5
COc1ccc(S(=O)(=O)N2C[C@@H](O)COC[C@H]3O[C@@H](CC(=O)NCCN4CCCCC4)CC[C@@H]32)cc1 | 7[16.7 µM] | 2 | 0.0 | . | . | -13 | -2 | -11
COc1ccc(NC(=O)c2ccc3c(c2)S(=O)(=O)c2ccccc2C3=O)cc1 | 0 | 10 | . | -1 | -5 | -3 | 1 | 1
CCCC(=O)Nc1ncnc2c1ncn2[C@@H]1O[C@@H]2COP(=O)(O)O[C@H]2[C@H]1OC(=O)CCC | 3&-3 | -6&11 | 0.5&-0.2 | -1&-2 | -8&2 | 10&5 | 3&-5 | 7&5
COc1ccc(C(=O)NCCS(=O)(=O)N2CCOCC2)cc1 | -2 | -3 | . | -3 | -3 | 1 | . | -4
CCN(C[C@H]1N[C@@](Cc2ccccc2)(C(=O)OC)[C@H]2C(=O)N(Cc3ccccc3)C(=O)[C@@H]12)S(=O)(=O)c1ccc(C(F)(F)F)cc1 | . | -3 | 0.2 | -2 | 3 | . | 3 | -4
COC(=O)c1ccccc1NC(=O)C1CC(c2ccc(F)cc2)=NO1 (configuration not stated) | -7 | 4 | . | 0 | -7 | -2 | -1 | 7
COc1ccc(CCNC(=O)c2cc(-c3ccc(C)c(C)c3O)n[nH]2)cc1OC | -9 | 3 | . | . | . | -6 | -3 | -6
COCOCCn1cc(CN2CCS(=O)(=O)N(Cc3ccc(-c4ccc(Cl)nc4)cc3)C(CC(C)C)C2=O)nn1 (configuration not stated) | -2 | 0 | -4.4 | . | -5 | 1 | -3 | 3
COc1ccc(C#Cc2cnc3c(c2)C(=O)N([C@H](C)CO)C[C@H](C)[C@H](CN(C)S(=O)(=O)c2ccc(F)cc2)O3)cc1OC | -7[16.7 µM] | 2 | -0.1 | -1 | 18 | -17 | -6 | -2
O=C(CCCN1C(=O)C(=Cc2ccc3c(c2)OCO3)SC1=S)Nc1ccc(C(=O)O)c(O)c1 | -1 | 6 | -0.3 | . | -23 | 7 | -1 | 8
CCc1nccn1CCC(=O)N1CCCC(Nc2ccc(F)cc2)C1 (configuration not stated) | 7 | 2 | . | 1 | -2 | 6 | 4 | -4
O=C(c1ccccc1)N1CC2(C1)[C@@H](c1ccccc1)[C@H](CO)N2CC1CC1 | . | . | -0.2 | -5 | -27 | -4 | . | .
CC(C)(C)Cc1nnc(NC(=O)CN2C(=O)c3ccccc3C2=O)s1 | -2 | . | . | 0 | -16 | 11 | . | .
CC(C)CC#Cc1cnc2c(c1)C(=O)N([C@H](C)CO)C[C@@H](C)[C@H](CN(C)C(=O)c1ccccc1F)O2 | -5[16.7 µM] | 1 | 0.0 | 2 | 5 | 2 | -4 | -3
CN(C(=O)Cc1c(C(=O)O)n(C)c2ccccc12)c1ccc(Cl)cc1 | -7 | 6 | -0.3 | 3 | -5 | -4 | 0 | -4
O=C(C[C@H]1C[C@@H]2c3cc(NS(=O)(=O)c4ccccc4)ccc3O[C@@H]2[C@H](CO)O1)N1CCCCC1 | -1[16.7 µM] | -1 | -0.2 | 0 | 1 | 0 | -62 | 5
Cc1cccc(-n2cccc2)c1C#N | -3 | -4 | . | . | . | -2 | -1 | -3
Cc1ccc(S(=O)(=O)N(C)C[C@H]2OCCCC[C@@H](C)Oc3ccc(NS(=O)(=O)c4ccc(F)cc4)cc3C(=O)N([C@@H](C)CO)C[C@H]2C)cc1 | -13[16.7 µM] | 1 | 0.0 | 1 | 19 | -9 | 3 | -6
COc1ccc2c3c(n(C)c2c1)[C@H](CO)N(CC1CC1)CC31CN(Cc2ccc(F)cc2)C1 | . | . | -0.3 | 2 | 35 | 0 | . | .
CN(CC(=O)Nc1cccc(F)c1)C(=O)c1cn(-c2ccccc2)nc1-c1ccc(Cl)cc1 | 5 | -1 | . | 1 | -4 | -3 | -1 | 1
CC1CN(C(=O)COC(=O)c2cc(Cl)ccc2[N+](=O)[O-])CC(C)O1 (configuration not stated) | . | 3 | . | 3 | -7 | . | 15 | 16
C[C@@H]1CCCCO[C@H](CN(C)CC2CCCCC2)[C@H](C)CN([C@H](C)CO)C(=O)c2cc(NC(=O)c3ccccc3)ccc2O1 | -4[16.7 µM] | -3 | -0.2 | 1 | 20 | 4 | 53 | 1
Cc1ccccc1NC(=S)N(C)Cc1cccs1 | -5 | 0 | . | . | . | -5 | 76 | 3
COc1ccc2c(c1)OC1=C(C(=O)CCC1)C2C1=C(O)CCCC1=O (configuration not stated) | -8 | 0 | . | . | . | -4 | -1 | -6
C[C@@H](NC(=O)[C@H]1[C@H](CO)[C@H]2Cn3c(ccc(-c4ccncc4)c3=O)[C@@H]1N2C)c1ccccc1 | 1[16.7 µM] | 5 | -0.3 | 1 | 2 | 5 | 0 | 3
CC(C(=O)NC1CCCCC1)N(Cc1ccccc1)C(=O)c1snc(C(N)=O)c1N (configuration not stated) | 0 | -3 | 0.3 | 4 | -12 | 3 | -1 | 8
CS(=O)(=O)N(CC(=O)N1CCc2ccccc2C1)c1ccc(Cl)cc1F | -7 | 19 | 1.2 | 0 | -14 | -8 | 1 | -5
Cc1cc(C)cc(NC(=O)CN2CCc3ccccc3C2)c1 | 7 | 3 | . | . | . | -8 | 0 | 2
CC(C)c1nnc(NC(=O)CCC(=O)NCc2ccc3c(c2)OCO3)s1 | . | 7 | . | 1 | 9 | . | 0 | 4
COc1ccc(S(=O)(=O)Nc2ccc3c(c2)CC(=O)N([C@@H](C)CO)C[C@@H](C)[C@@H](CN(C)C(=O)Nc2c(C)noc2C)O3)cc1 | 0[16.7 µM] | -1 | -0.1 | 2 | -10 | -3 | 43 | 4
FC(F)(F)c1ccccc1CN1CCN(C2CCCCCC2)CC1 | 35 | 2 | . | . | . | . | 5 | -2
O=C(C[C@@H]1CC[C@@H]2[C@H](COC[C@H](O)CN2S(=O)(=O)c2ccccc2Cl)O1)NCc1ccccc1Cl | -2[16.7 µM] | -2 | 0.0 | 0 | 5 | 10 | -1 | 0
CCOc1cccc(-c2nn3c(-c4cc(C)[nH]n4)nnc3s2)c1 | -5 | -11 | . | . | . | 9 | -5 | -5
COc1ccccc1NC(=O)Cn1nnc(-c2ccccc2NC(=O)c2ccco2)n1 | 12 | 4 | . | . | . | 7 | -2 | -3
C[C@H]1CN([C@@H](C)CO)C(=O)Cc2cc(NS(C)(=O)=O)ccc2O[C@@H]1CN(C)C(=O)Nc1cccc2ccccc12 | -7[16.7 µM] | 5 | . | 2 | 6 | 12 | 1 | 7
Cc1c(NC(=O)c2ccc(COc3ccc4ccccc4c3)o2)c(=O)n(-c2ccccc2)n1C | 1 | 7 | . | -1 | -16 | -2 | -2 | -5
Cc1ccc[n+](CC(=O)Nc2ccc(N(C)C)cc2)c1 | -4 | 0 | . | -5 | 78* | 10 | -1 | -6
O=C1c2ccccc2S(=O)(=O)c2cc(C(=O)N3CCC(N4CCCC4)CC3)ccc21 | 3 | -3 | 0.9 | . | . | -18 | 1 | 0
Cc1[nH]nc2c1C1(CCOC1C)C(C#N)=C(N)O2 (configuration not stated) | 1 | 2 | . | . | . | 1 | 1 | 4
COc1ccc(NC(=O)CSc2nc3ccc(OC)cc3[nH]2)cc1 | -3 | -3 | -2.0 | . | 3 | -3 | -5 | 0
Cc1ccc(S(=O)(=O)Nc2cccc3c2O[C@H](CN(C)Cc2ccc(-c4ccccc4)cc2)[C@@H](C)CN([C@H](C)CO)C3=O)cc1 | 6 | -6 | 0.0&-0.9 | -2 | -8 | 4 | 1 | -2
O=C(CN1CCC(NC(=O)c2ccccc2)CC1)NCc1ccccc1F | -4 | -3 | . | . | . | -2 | -2 | -1
Cc1ccccc1NC(=O)COC(=O)c1ccc2c(c1)OCCO2 | -1 | -12 | 0.0 | -1 | -3 | -2 | 0 | -4
CSc1ccc(S(=O)(=O)NCC(=O)OCC(=O)NCc2ccco2)cc1[N+](=O)[O-] | . | 8 | . | 3 | -11 | . | -3 | -19
CCCCn1c(N)c(N(C)C(=O)c2ccc(-n3cccn3)cc2)c(=O)[nH]c1=O | . | -3 | -0.7 | 2 | -23 | 9 | -1 | 2

Another view of part of the listing above.
Molecule	miR122 inh	PglD DTNB	E-sel inducer	ERAP1 inh	RAD52 anneal inh	PGC1a acetyl inh	Cneo AK release	RAD54 inh
O=C1c2ccccc2S(=O)(=O)c2cc(C(=O)N3CCC(N4CCCC4)CC3)ccc21	3	-3	0.9	.	.	-18	1	0
Cc1[nH]nc2c1C1(CCOC1C)C(C#N)=C(N)O2 (configuration not stated)	1	2	.	.	.	1	1	4
COc1ccc(NC(=O)CSc2nc3ccc(OC)cc3[nH]2)cc1	-3	-3	-2.0	.	3	-3	-5	0
